# MC4R ag barr = human MC4R agonism via beta-arrestin. P32245. U2OS MC4R beta-arrestin complementation, luminescence; percent of melanotan II response, DMSO zero. activation, % at 8.9 µM. 360,000 compounds, 0.98% hits. AID 540308;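 active = activation above a per-plate cutoff, the mean activation of sample wells on that plate plus 3 SD, cut at about 8% in these data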
# ABCB6 inh MLPCN = blocks the human ABCB6 transporter; K562-ABCB6 porphyrin accumulation, flow cytometry, 1 h; active compounds read low; fluorescence ratio to DMSO, % at 10 µM; 360,000 compounds, 0.19% hits; AID 602162;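 active = fluorescence ratio to DMSO below 75%, the collection mean minus 3 SD; inconclusive = too few cells collected in the well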;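 also: signal is porphyrin accumulated inside mitochondria; 100% equals median channel fluorescence of DMSO control wells; lower ratio means ABCB6 inhibition with less porphyrin fluorescence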
# CaV13 ICDI inh = Disruptors of the CACNA1D IQ motif to Ca2+-dependent inactivation inhibitor domain association, primary screening, Förster resonance energy transfer in intact living …; HEK cells, CFP/YFP FRET ICDI-IQ, plate reader, 10 min; percent FRET-ratio fall versus neutral wells; inhibition, % at 12.3 µM; 340,000 compounds, 0.098% hits;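 active = mean replicate inhibition of at least 30% and at least 1% of replicates passing that level; inconclusive = only one of the two criteria is met; inactive = neither criterion is met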;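 also: 0% = median of the neutral control wells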
# MC4R antag cAMP = antagonists of human melanocortin 4 receptor (MC4R); P32245; MC4R-expressing cells, MTII-stimulated cAMP, LANCE TR-FRET; inhibition, % at 6.5 µM; 360,000 compounds, 0.48% hits; AID 540295;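 active = inhibition above its plate's cutoff, the mean of tested wells on that plate plus 3 SD, cut at about 29% in these data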;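 also: 0% = Melanotan II alone and 100% = Melanotan II plus saturating MCL0020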
#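 material = U2OS cells stably expressing human melanocortin 4 receptor (MC4R) | also added = Melanotan II challenge | dosing = single nominal compound dose of 6.5 µM | detection = TR-FRET with Eu-cAMP and labeled anti-cAMP, 671 nm | replication = singlicate | timing = compound 30 min, challenge 1 h, detection 1 h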
# m5-HT2A agonist = activates the mouse 5-HT2A serotonin receptor; P35363; CHO-K1 mHTR2A beta-arrestin complementation, luminescence; percent of 30 µM serotonin response; activation, % at 7.6 µM; 360,000 compounds, 0.66% hits;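 active = activation above a run cutoff, the mean activation of all tested compounds plus 3 SD, cut at about 14% in these data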;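 also: 0% = plate median of compound wells and 100% = 30 µM serotonin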
# Target sequence (P35363 whole entry, looked up): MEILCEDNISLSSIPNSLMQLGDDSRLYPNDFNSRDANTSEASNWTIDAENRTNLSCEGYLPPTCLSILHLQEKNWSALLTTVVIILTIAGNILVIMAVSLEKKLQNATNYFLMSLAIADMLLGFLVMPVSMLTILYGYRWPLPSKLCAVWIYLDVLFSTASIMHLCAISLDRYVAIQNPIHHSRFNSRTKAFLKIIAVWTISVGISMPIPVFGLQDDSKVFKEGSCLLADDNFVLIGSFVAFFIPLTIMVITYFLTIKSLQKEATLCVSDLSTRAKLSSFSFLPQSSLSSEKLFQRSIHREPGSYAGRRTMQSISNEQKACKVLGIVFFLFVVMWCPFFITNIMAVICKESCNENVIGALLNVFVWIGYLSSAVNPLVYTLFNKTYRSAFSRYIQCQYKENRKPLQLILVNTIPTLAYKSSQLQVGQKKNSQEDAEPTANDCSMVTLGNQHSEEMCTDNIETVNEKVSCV
# PDI inh = inhibitors of human protein disulfide isomerase; P07237; PDI insulin aggregation turbidity, A650, 90 min; inhibition, % at 10 µM; 350,000 compounds, 0.052% hits; AID 588391;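 active = mean inhibition across replicates of 30% or more, whatever share of single replicates reach that level; inconclusive = mean inhibition below 30% while every single replicate reaches 30%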;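 also: absorbance from insulin aggregation driven by PDI reduction with DTT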
# Target sequence (P07237 whole entry, looked up): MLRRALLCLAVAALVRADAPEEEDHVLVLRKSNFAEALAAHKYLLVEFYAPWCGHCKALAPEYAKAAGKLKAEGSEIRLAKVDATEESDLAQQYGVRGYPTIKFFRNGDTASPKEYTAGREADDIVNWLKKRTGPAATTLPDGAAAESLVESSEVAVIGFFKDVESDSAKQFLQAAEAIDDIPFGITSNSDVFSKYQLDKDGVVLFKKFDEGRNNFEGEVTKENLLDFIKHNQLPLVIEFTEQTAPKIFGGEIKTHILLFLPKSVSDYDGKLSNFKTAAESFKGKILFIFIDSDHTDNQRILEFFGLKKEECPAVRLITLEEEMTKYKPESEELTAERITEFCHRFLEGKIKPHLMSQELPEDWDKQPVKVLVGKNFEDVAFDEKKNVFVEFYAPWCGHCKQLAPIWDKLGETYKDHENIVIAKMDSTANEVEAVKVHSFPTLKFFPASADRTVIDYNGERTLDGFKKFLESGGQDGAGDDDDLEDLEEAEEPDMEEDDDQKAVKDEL
# Glyco luc inh = blocks N-linked glycosylation in D54 reporter cells. D54 ERlucT glycosylation luciferase reporter, 24 h; percent of 100 nM tunicamycin response. reporter increase, % at 12.5 µM. 360,000 compounds, 0.23% hits. AID 588692;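 active = mean luciferase reporter signal, scaled so untreated is 0 and the glycosylation-blocking control 100, at or above a set limit in every replicate; inconclusive = mean reaches the limit but not every replicate does; inactive = mean below the limit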;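 also: luciferase carries N-glycosylation sites so blocking glycosylation raises the light; 0% = median of neutral control wells and 100% = median of 100 nM tunicamycin wells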
# H9c2 protect = myocardial damage modulation in H9c2 cells | H9c2 cardiomyocytes, H2O2 injury protection, ATPLite, 2 h | protection from H2O2 cell death, % at 20 µM | 360,000 compounds, 0.63% hits;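 active = compounds giving at least 50% protection of heart cells from peroxide-induced death in the single-dose screen, raw or plate-pattern-corrected value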;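 also: 0% = DMSO wells with peroxide and 100% = DMSO wells without peroxide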
# Vif imaging = blocks HIV Vif function; inhibition, % at 7.49 µM; 340,000 compounds, 0.35% hits; HEK293T cells, Vif self-association by quenched fluorescence, imaging, 24 h; in the data active = inhibition above about 50%, passing the limit was not always enough; inconclusive = no clear call, values can overlap the other calls; inactive = below about 31%; also: some results filed as inactive read as strong as hits
# aDG glyco act = alpha-DG glycosylation activation; Pro5-aDG cells, alpha-DG glycosylation AlphaScreen (IIH6); 0% Pro5, 100% B10-LARGE cell signal; activation, % at 10 µM; 360,000 compounds, 0.22% hits; AID 624168;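 active = activation of at least 8% versus controls, or a plate z-score of at least 8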;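 also: Pro5 are CHO cells carrying HIG-tagged alpha-DG that lacks glycosylation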
# Starred values were filed as active, the others as inactive; u = inconclusive; x = no result given; + = active, no number.
SMILES,MC4R ag barr,ABCB6 inh MLPCN,CaV13 ICDI inh,MC4R antag cAMP,m5-HT2A agonist,PDI inh,Glyco luc inh,H9c2 protect,Vif imaging,aDG glyco act
CN(C)CC/C=C1/c2ccccc2CS(=O)(=O)c2ccccc21,-3.2,100.0,-4.8,-5.8,-2.2,2.5,2.6,-3.6,84.8*,-0.1
COc1ccc2nc(C)cc(Nc3ccccc3OC)c2c1,0.1,98.0,-12.4,2.3,2.2,-8.2,1.8,-11.5,x,0.0
Cc1ccccc1CS(=O)(=O)CCC(=O)NCCN1CCN(c2cccc(Cl)c2)CC1,-1.8,89.0,-3.2,7.7,-3.6,-7.3,-2.7,-2.7,2.8,0.5
COc1cccc(NC2=C(NCCO)C(=O)c3ccccc3C2=O)c1,-3.7,104.0,-0.8,-12.9,5.0,-6.9,9.8,-10.3,-6.0,0.3
Cc1cc(C)cc(NC(=O)CCN2C(=O)c3ccccc3S2(=O)=O)c1,0.7,103.0,-8.8,-1.2,-2.3,x,0.8,-4.9,-3.7,-0.4
C=CCN(CC=C)S(=O)(=O)c1ccc(C(=O)Nc2nnc(COC)o2)cc1,0.5,94.0,0.8,-2.3,-8.5,5.5,1.8,24.2,-2.6,-0.2
Cc1ccc(NC(=O)Cn2cnc(C(=O)Nc3ccc(C)c(C)c3)n2)cc1C,-1.2,109.0,-4.2,7.1,-0.5,-10.7,1.5,-23.2,-5.6,-0.1
COc1ccccc1NC(=O)c1nn(C)cc1Br,-0.7,97.0,-5.4,13.6,0.5,-4.6,0.9,-4.9,5.0,0.0
Cc1ccc(CN2CCN(CC(=O)N=Nc3c(O)[nH]c4ccccc34)CC2)cc1,-1.9,95.0,-2.6,-11.8,-1.2,6.1,-0.4,-4.9,1.1,1.1
COc1ccc(Cn2c(C)c(C)c(C#N)c2NC(=O)Nc2ccc(Cl)cc2)cc1,12.7*,94.0,-5.2,12.3,-3.4,-3.4,-0.4,-5.8,-5.6,-0.1
CC(OC(=O)C1CSC2(c3ccc(F)cc3)CCC(=O)N12)C(=O)NC(N)=O (configuration not stated),0.1,100.0,1.3,9.0,-1.3,1.2,1.4,6.9,-3.8,0.2
COc1ccc(Br)c(C(=O)NNC(=O)c2ccc(NS(=O)(=O)c3cccs3)cc2)c1,0.3,98.0,-6.0,-0.1,-5.3,-3.3,0.2,2.3,-3.9,0.1
COc1ccc(CN(C)C(=O)Cn2cnc(C(=O)Nc3ccc(C)c(C)c3)n2)cc1OC,-2.2,96.0,-5.1,-1.1,-4.4,-6.4,-0.8,-6.5,-14.9,0.0
CC(C)N(Cc1ccccc1)C(=O)c1ccc2c(c1)OCO2,-0.1,99.0,-2.1,1.0,8.2,1.9,-0.6,-2.7,-5.9,-0.1
Cc1c(/C=N/n2cnnc2)c2ccccc2n1CCOc1ccccc1,0.8,107.0,x,-11.3,-3.5,0.7,2.5,7.7,x,0.2
O=C(O)CC(Cn1[nH]nnc1=S)c1ccccc1 (configuration not stated),1.0,91.0,-9.4,13.4,8.5,0.2,2.1,3.4,5.3,-0.2
O=C(NCc1ccco1)c1cc2ccccc2o1,-1.9,96.0,x,3.2,-4.1,-1.7,0.7,1.7,-9.8,-0.2
CCOC(=O)C(C(=O)N1CCOCC1)C1CCCCC1 (configuration not stated),1.9,96.0,-3.7,-2.1,7.4,4.9,3.0,2.3,-1.3,-0.3
O=C(NCCc1ccccc1)C1(S(=O)(=O)c2ccc(Cl)cc2)CC1,-1.4,94.0,-2.8,0.5,1.4,1.7,-3.7,-3.6,-8.2,-0.1
Cc1ccc(OCC(=O)N2CCOCC2)cc1C,-0.4,99.0,-19.6,-5.7,1.7,0.3,-3.3,-1.6,4.0,0.0
Cn1cc(C(=O)N2CCCC(Nc3ccc(F)cc3)C2)c2ccccc21 (configuration not stated),-3.1,104.0,-2.3,14.3,2.5,-1.8,1.3,-1.2,-8.6,-0.2
C=CCn1c(SCC(=O)c2c(N)n(CCC)c(=O)n(C)c2=O)nc2sc(CC)cc2c1=O,2.3,99.0,-1.3,19.3,1.1,1.7,2.7,-17.6,5.4,0.0
O=C(Cc1ccc(Cl)cc1)c1c[nH]c(C(=O)NCc2cccnc2)c1,-2.1,97.0,-7.1,32.2*,-5.8,4.9,2.4,-1.4,x,-0.1
O=C(c1ccc(Cn2ccc([N+](=O)[O-])n2)cc1)N1CCN(Cc2ccccc2)CC1,-0.5,96.0,-2.4,-0.4,-5.1,-0.4,-4.4,-0.9,2.9,-0.1
CCC(C)Sc1ccc([C@H]2N[C@@](Cc3ccccc3)(C(=O)OC)[C@H]3C(=O)N(CC)C(=O)[C@@H]23)cc1OC (some centres not stated),-1.4,92.0,-5.3,4.0,4.3,4.3,-3.6,30.5,-2.3,0.1
CCOc1ccc(NC(=O)C2CC(=O)NC(N3CCc4ccccc43)=N2)cc1 (configuration not stated),-1.6,95.0,x,7.5,1.2,-0.7,2.1,9.8,3.8,5.6
Cc1cccc(C)c1NC(=O)COc1ccccc1C(=O)Nc1ccc(Br)cn1,3.4,99.0,-3.6,33.0*,3.4,3.1,-1.6,-9.6,18.7,-0.1
CCOC(=O)C(O)(CCC(O)(C(=O)OCC)C(=O)OCC)C(=O)OCC,1.0,98.0,-4.5,-0.4,0.7,-12.6,0.3,-0.9,1.9,-0.1
O=C(CCN1C(=O)c2ccccc2S1(=O)=O)Nc1ccc(F)cc1F,-3.1,95.0,-2.5,-5.9,-3.6,-1.4,-1.8,2.4,-17.6,-0.2
COc1cc(OC)cc(C(=O)N(CN2CCCC2=O)c2ccccc2OC)c1,-1.1,94.0,-8.6,-3.6,2.1,10.6,1.2,-1.2,53.6*,-0.4
COc1cc(/C=N/NC(=O)NC23CC4CC(CC(C4)C2)C3)ccc1OCC(N)=O,-0.4,90.0,-3.1,12.6,8.3,2.3,-4.8,62.4*,-4.5,-0.2
O=C(NCc1ccccn1)c1ccc2c(c1)N(Cc1ccccc1)CCS2,0.7,100.0,-13.0,5.7,3.1,0.6,-1.2,8.1,-10.1,0.0
Cc1cc(NC(=O)C(C)Sc2nnc(NCc3ccco3)s2)no1 (configuration not stated),0.1,104.0,-6.1,4.0,-5.4,-1.2,-1.4,2.4,x,0.5
CC1(CC(=O)N/N=C/c2ccc(-c3cccc(C(F)(F)F)c3)o2)OCCO1,-3.4,96.0,-4.8,0.6,-1.7,2.5,2.1,-1.4,1.9,0.2
O=c1[nH]c2cnn(-c3ccccc3)c2c(=O)n1O,-1.3,98.0,-6.3,10.2,2.5,8.1,-1.2,-0.5,4.5,-0.1
O=[N+]([O-])c1ccccc1/C=C/C=N/n1c(-c2cc(-c3ccccc3)n[nH]2)n[nH]c1=S,-0.5,95.0,1.4,7.0,-4.7,-11.4,0.5,8.8,0.4,-0.2
CCOc1cccc(C2/C(=C(\O)c3ccc4c(c3)OCCO4)C(=O)C(=O)N2Cc2ccncc2)c1 (configuration not stated),-1.1,102.0,-4.1,3.7,-0.8,5.2,0.8,4.3,-0.7,-0.1
CCCCCC(=O)Nc1ccc(S(=O)(=O)Nc2ccc(Cl)nn2)cc1,-2.4,103.0,-5.6,-5.2,1.7,-57.8,3.7,-0.8,2.8,-0.2
CCOc1ccc(C2NC(=O)c3n[nH]c(C)c32)cc1 (configuration not stated),-0.9,104.0,-6.6,-2.5,-1.3,-8.0,0.7,6.6,9.5,1.9
CC(C)N=C(NS(=O)(=O)c1ccc(Br)cc1)c1ccc(Cl)cc1,-0.9,98.0,11.5,-1.9,-6.4,-0.5,-1.3,12.9,6.1,1.1
CN(CCCC(=O)O)c1ccc(N=Nc2ccc([N+](=O)[O-])cc2)cc1,-6.7,102.0,-0.1,8.5,2.2,6.1,-11.5,-9.1,-19.0,-0.4
Cc1cc(=O)[nH]c(-n2[nH]c(C)cc2=O)n1,-0.3,93.0,x,-1.2,2.4,u,-0.1,1.9,-15.8,-0.2
CCCN1/C(=C(\C#N)C2=NS(=O)(=O)c3ccccc32)N(C)c2ccccc21,-0.3,96.0,-6.5,3.6,-2.4,-0.3,-0.5,5.0,0.8,0.0
COc1cc(/C=C(/C#N)c2ccccc2)ccc1Oc1ccc([N+](=O)[O-])cn1,0.7,89.0,-6.6,-1.2,0.0,2.7,-8.5,-6.1,-15.9,-0.4
CCOc1ccccc1NC(=O)C1CCCN(C(=O)NCc2ccccc2)C1 (configuration not stated),-1.0,99.0,-5.5,2.4,-1.0,-3.1,1.2,0.9,-15.9,0.5
Cc1ccccc1OCC(=O)OCC(=O)NCCc1ccccc1,-0.4,96.0,-6.0,7.2,-2.3,-2.6,0.3,-0.3,0.0,-0.3
COC(=O)c1cc2ccccc2oc1=O,-0.2,99.0,-4.7,0.3,6.3,-1.4,1.4,3.7,-1.7,-0.1
COC(=O)c1ccc(COC(=O)c2ccc(N(C)C)cc2)cc1,-2.5,99.0,x,9.4,-3.3,7.1,-6.7,-4.0,-4.3,-0.1
O=C(COc1ccc2ccc(=O)oc2c1)c1ccccc1,0.6,93.0,-6.3,3.5,-5.9,3.3,-0.5,-2.5,-8.3,0.0
COc1ccccc1NC(=O)NCC(c1ccco1)N1CCCCC1 (configuration not stated),-1.4,93.0,1.6,9.3,4.0,2.0,0.1,-8.8,3.1,1.7
CC(C)C(=O)Nc1sc2c(c1C(N)=O)CCN(Cc1ccccc1)C2,2.8,100.0,+,2.5,-0.4,x,2.2,26.4,2.1,-0.2
Cc1cccc(NC(=O)C2CCN(S(=O)(=O)c3c(C)[nH]c(=O)[nH]c3=O)CC2)c1,-0.8,85.0,-0.9,7.8,2.1,10.4,1.3,1.6,7.5,-0.2
O=C1CCC(C(=O)N2CCCC(C(=O)c3ccc4ccccc4c3)C2)=NN1 (configuration not stated),1.8,97.0,-7.3,-0.6,0.4,-0.9,-0.5,-3.0,-6.3,-0.2

# Reformatted with values under each structure: entries from further up
# Values run as follows: MC4R ag barr | ABCB6 inh MLPCN | CaV13 ICDI inh | MC4R antag cAMP | m5-HT2A agonist | PDI inh | Glyco luc inh | H9c2 protect | Vif imaging | aDG glyco act
O=c1[nH]c2cnn(-c3ccccc3)c2c(=O)n1O
→ -1.3 | 98.0 | -6.3 | 10.2 | 2.5 | 8.1 | -1.2 | -0.5 | 4.5 | -0.1
COC(=O)c1ccc(COC(=O)c2ccc(N(C)C)cc2)cc1
→ -2.5 | 99.0 | x | 9.4 | -3.3 | 7.1 | -6.7 | -4.0 | -4.3 | -0.1
